TEAD-YAP inh: TEAD-YAP interaction inhibition; HEK-TIYL cells, TEAD-Gal4/YAP UAS-luciferase luminescence; inhibition, % at 9.12 µM; 1.4% of 640,000 active; AID 1259422; in the data active = inhibition above about 32%;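 note: 0% = median of test compound wells and 100% = reference inhibitor wells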
MITF primary: human MITF inhibition, primary screen; AlphaScreen MITF homodimerization, bead proximity signal; O75030; 0.91% of 650,000 active; AID 1259374; inhibition, % at 2.6 µM; in the data active = inhibition above about 50%;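 note: 0% = vehicle wells with protein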
GPR151 activ: activators of human GPR151 | Q8TDV0 | PathHunter beta-arrestin GPR151 cells, luminescence | activation, % at 11.2 µM | 1% of 650,000 active | AID 1508602; in the data active = activation above about 4.9%;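 note: 0% = median of compound wells and 100% = cells with positive control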
Target sequence (Q8TDV0 whole entry, looked up): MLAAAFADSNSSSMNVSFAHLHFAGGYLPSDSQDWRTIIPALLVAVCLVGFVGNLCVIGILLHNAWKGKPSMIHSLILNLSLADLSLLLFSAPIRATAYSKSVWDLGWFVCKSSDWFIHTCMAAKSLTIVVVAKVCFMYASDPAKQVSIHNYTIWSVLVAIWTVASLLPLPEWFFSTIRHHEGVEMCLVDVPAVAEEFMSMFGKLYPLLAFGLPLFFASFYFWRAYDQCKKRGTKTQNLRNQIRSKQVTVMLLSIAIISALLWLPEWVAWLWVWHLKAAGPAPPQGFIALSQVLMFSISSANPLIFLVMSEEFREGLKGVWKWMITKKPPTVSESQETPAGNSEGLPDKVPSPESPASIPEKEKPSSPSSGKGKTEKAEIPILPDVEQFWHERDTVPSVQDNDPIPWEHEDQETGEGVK
FBW7 activator: activators of human E3 ligase FBW7 | normalized activity (activation), % at 26.1 µM | Q969H0 | AlphaScreen FBW7–phospho-cyclin E peptide binding, activator screen | 0.13% of 650,000 active; in the data active = normalized activity above about 1.9%;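 note: purified mutant Fbw7 with reduced substrate affinity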
Target sequence (Q969H0 whole entry, looked up): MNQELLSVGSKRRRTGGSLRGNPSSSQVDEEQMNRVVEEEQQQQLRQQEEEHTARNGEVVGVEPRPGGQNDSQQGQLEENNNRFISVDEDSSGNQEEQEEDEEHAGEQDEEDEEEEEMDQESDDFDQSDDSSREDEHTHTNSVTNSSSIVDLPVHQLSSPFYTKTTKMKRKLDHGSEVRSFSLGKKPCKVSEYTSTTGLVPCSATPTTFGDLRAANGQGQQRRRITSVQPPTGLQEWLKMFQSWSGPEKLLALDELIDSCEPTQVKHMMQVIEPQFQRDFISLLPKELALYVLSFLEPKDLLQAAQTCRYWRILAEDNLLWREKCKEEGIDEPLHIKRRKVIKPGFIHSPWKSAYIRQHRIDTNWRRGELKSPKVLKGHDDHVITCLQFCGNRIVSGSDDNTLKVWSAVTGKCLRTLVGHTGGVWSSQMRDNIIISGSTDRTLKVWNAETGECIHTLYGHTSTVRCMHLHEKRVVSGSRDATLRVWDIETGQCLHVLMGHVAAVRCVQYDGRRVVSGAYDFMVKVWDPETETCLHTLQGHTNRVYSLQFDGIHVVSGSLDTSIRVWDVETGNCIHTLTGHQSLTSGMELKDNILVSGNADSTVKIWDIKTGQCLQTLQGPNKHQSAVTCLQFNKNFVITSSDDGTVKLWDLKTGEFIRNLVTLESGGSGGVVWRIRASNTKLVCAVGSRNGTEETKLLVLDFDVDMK
Numbers without * were called inactive.

SMILES	TEAD-YAP inh	MITF primary	GPR151 activ	FBW7 activator
CCCC(=O)c1ccc(N2CCN(C(=O)c3c(F)c(F)cc(C)c3Cl)CC2)c(F)c1	-12	3	-0.3	0.0
COc1ccc(CN2CCNC(=O)C2CC(=O)NCc2cc(F)ccc2C)c(C)c1C (stereo not given)	2	14	0.6	0.1
Cc1cc(Oc2ccccc2F)nc(N)n1	3	-3	1.0	-0.2
CC(C)(C)c1ccc(-c2nnc(NC(=O)c3ccc(Cl)c(Cl)c3)s2)cc1	-6	0	-1.2	0.6
Cc1cc(/C=C(\C#N)C(=O)NCCCn2ccnc2)cc(C)c1O	-8	-5	0.5	-0.1
CCNc1nc2nc3ccc(C)cn3c(=O)c2cc1C(=O)NCCc1ccccc1	-6	5	0.1	0.0
Cc1cc(C(=O)N2CCC(n3nccc3NC(=O)CCc3ccccc3)CC2)c(C)o1	-7	-13	0.3	0.0
CCCCNC(=O)c1sc2ncnc(N3CCN(c4ccccc4OC)CC3)c2c1C	3	15	-1.5	0.3
Cc1cc(S(=O)(=O)N2CCCCC2C)ccc1-n1cnnn1 (stereo not given)	-7	-8	0.3	-0.4
Cc1ccccc1-c1nsc(SCC(=O)N2CCc3ccccc32)n1	-7	10	-1.8	0.0
CCOC(=O)/C=C/C(=O)OCc1csc(Nc2ccccc2)n1	10	8	-0.2	-0.1
CC(=O)c1ccc(NC(=O)C2CCC(C(=O)Nc3ccc(C(C)=O)cc3)CC2)cc1 (stereo not given)	-54	-5	-0.1	-0.1
Cc1cc(S(=O)(=O)N2CCN(Cc3ccccc3)CC2)c(Cl)cc1Cl	14	1	-0.6	0.1
COc1cc(Nc2cc(C)nc(N3CCN(c4ccccn4)CC3)n2)cc(OC)c1OC	53*	4	2.7	-0.1
O=C(O)Cn1nnc(-c2ccc(C(=O)O)cc2)n1	2	9	3.3	0.2
Cc1ccc2onc(CNC(=O)N3CCOCC3)c2c1	-14	-7	-2.6	-0.2
CCOC(=O)c1ccc(NC(=O)CCSc2ccc(F)cc2)cc1	-3	-4	-0.2	0.0
CCN(CC)CC(O)CN1CCN(C(=O)c2ccccc2)CC1 (stereo not given)	-6	52*	-1.6	-0.2
Cc1ccc(C(=O)N[C@H](C(=O)N2CCN(c3ncccn3)CC2)C(C)C)cc1	-1	-8	-0.4	0.1
CCOC(=O)c1c(C)c2cc(OC)ccc2n1CCN(Cc1ccccc1)Cc1ccccc1	0	6	-0.9	0.2
O=c1c2cc3c(cc2[nH]c(=S)n1CCCN1CCCCCC1)OCO3	-2	5	-1.2	-0.1
Cc1nc2c(-c3ccc(F)cc3)c(C)[nH]n2c(=O)c1C	2	9	-0.5	-0.1
N#Cc1cc2c(N)c(C(=O)Nc3ccc(F)cc3F)sc2nc1N	-24	-92	0.7	0.0
O=C(CCl)NC1(C(F)(F)F)Oc2ccccc2O1	-2	6	0.1	-0.2
CC(C)=CCN1CCN(Cc2cnc(N3CCCC3)s2)CC1CCO (stereo not given)	4	14	0.7	0.1
C#CCNc1nc(C)nc2c1nnn2Cc1ccccc1	-10	1	0.3	0.3
NNC(=O)c1cc2c(N3CCC(Cc4ccccc4)CC3)ncnc2s1	-1	17	1.2	0.1
COCCN1C(=O)C(CC(=O)Nc2ccc(C(=O)O)cc2)SC1=Nc1ccccc1 (stereo not given)	-9	14	-0.5	0.6
CCOC(=O)CCCn1nc(C)c2sc3ccccc3c2c1=O	4	2	0.3	0.0
Fc1ccc(COc2cccc3cccnc23)cc1	-46	-3	0.8	-0.1

4 entries from above in a different format:
Screens in order: TEAD-YAP inh | MITF primary | GPR151 activ | FBW7 activator
- O=C(CCl)NC1(C(F)(F)F)Oc2ccccc2O1
→ -2 | 6 | 0.1 | -0.2
- CC(C)=CCN1CCN(Cc2cnc(N3CCCC3)s2)CC1CCO (stereo not given)
→ 4 | 14 | 0.7 | 0.1
- C#CCNc1nc(C)nc2c1nnn2Cc1ccccc1
→ -10 | 1 | 0.3 | 0.3
- NNC(=O)c1cc2c(N3CCC(Cc4ccccc4)CC3)ncnc2s1
→ -1 | 17 | 1.2 | 0.1

Reprinted at random: 3 records from the list, in no set order.
SMILES	TEAD-YAP inh	MITF primary	GPR151 activ	FBW7 activator
CCOC(=O)CCCn1nc(C)c2sc3ccccc3c2c1=O	4	2	0.3	0.0
O=C(CCl)NC1(C(F)(F)F)Oc2ccccc2O1	-2	6	0.1	-0.2
N#Cc1cc2c(N)c(C(=O)Nc3ccc(F)cc3F)sc2nc1N	-24	-92	0.7	0.0

(listing goes on)
SMILES	TEAD-YAP inh	MITF primary	GPR151 activ	FBW7 activator
Cc1ccc([N+](=O)[O-])cc1S(=O)(=O)NC(CC(=O)O)c1ccc(F)cc1 (stereo not given)	-3	0	0.0	0.1
Cc1ccc(CN2CCN(C(=O)CCN3C(=O)c4ccccc4C3=O)CC2)cc1	13	10	-1.3	0.6
O=C(Nn1c(=O)[nH]c2ccsc2c1=O)c1ccccc1	1	14	0.2	0.0
CC(C)NC(=O)c1cc(-c2ccc(Cl)cc2)nc2ccccc12	-3	10	-0.8	0.1
O=C(COc1ccccc1)NC(c1ccccc1)c1cc(Cl)c2cccnc2c1O (stereo not given)	-5	0	-1.0	-0.1
CC1Cc2ccccc2N1C(=O)CC(C)S(=O)(=O)c1ccc2c(c1)OCC(=O)N2 (stereo not given)	4	6	0.8	0.2
COc1ccc(Cl)cc1NC(=O)C(=O)O	-2	34	2.4	0.3
CC(C)=CCOc1ccc2c(-c3cc4ccccc4oc3=O)cc(=O)oc2c1	3	13	-1.8	0.0
O=C(O)c1ccc(/C=c2/sc3n(c2=O)CCN=3)cc1	5	10	-0.6	0.0
Cc1cc(C)c(NC(=O)c2sc3nc4c(cc3c2N)C(=O)CC(C)(C)C4)c(C)c1	8	3	0.2	0.0
Cc1cccc(NS(=O)(=O)c2cc(C(=O)NCc3ccco3)ccc2C)c1	-2	-18	0.1	-0.1
O=C1CCNc2ccccc2N1Cc1ccc(Cl)cc1	-5	-2	-0.9	-0.1
COc1cc(/C=C2/SC(=O)NC2=O)ccc1OC(=O)c1ccco1	2	14	1.5	0.2
Cc1cc(-c2cn[nH]c2C2CCCN(C(=O)CCn3nnc4ccccc43)C2)on1 (stereo not given)	6	7	-0.3	0.1
O=C1CC(C(=O)N2CCC(CO)(CCc3ccccc3)CC2)CN1Cc1cccnc1 (stereo not given)	3	-8	1.2	-0.1
CC(C)(C)c1cc(/C=N/NC(=O)CNC(=O)c2ccco2)cc(C(C)(C)C)c1O	-1	12	-0.3	0.1
Cc1nc(CC(=O)N2CCC(C(Cc3ccccc3)N(C)C(=O)c3ccccn3)CC2)n[nH]1 (stereo not given)	-5	1	0.4	-0.1
CCCN1CCN(C(=S)Nc2ccc([N+](=O)[O-])cc2)CC1	-6	-4	1.3	-0.1
O=C(CN1Cc2ccccc2C1=O)NCCCN1CCCC1	-2	-1	0.4	-0.1
O=c1oc(-c2ccc(Br)cc2)nc2scc(-c3cccs3)c12	-3	-11	-2.1	0.1
Cc1c(Cl)cccc1NC(=O)CCCOc1ccccc1	-8	3	0.9	-0.3
O=C(NCCc1nnc2n1CCN(Cc1cccnc1)CC2)C1CCCCC1	2	-2	-1.3	0.1
O=C1c2cccc3cccc(c23)C(=O)N1c1ccccc1F	-4	24	0.3	-0.1
CC(=O)c1cccc(NS(=O)(=O)c2ccc3c(c2)OCC(=O)N3)c1	-4	-16	-0.2	0.1
Cc1cccc(CNCCC2CCC(=O)N2Cc2cc(F)ccc2C)c1 (stereo not given)	6	4	-0.5	1.1
C=CCn1c(=NC(C)=O)sc2cc(OC)ccc21	6	5	1.9	-0.1
CC(C)NC(=O)Cn1cc(C(=O)C(=O)N2CCOCC2)c2ccccc21	-1	-6	-0.1	0.1
COc1ccc(Cl)cc1N1C(=O)CSC1c1ccc(Cl)cc1 (stereo not given)	9	3	-0.9	0.1
O=c1c(O)c(-c2cccs2)oc2ccc(Cl)cc12	4	-2	1.3	-0.1
COc1ccc(-n2nc3c(c2NC(=O)c2cccc(OC)c2OC)CS(=O)(=O)C3)cc1	-10	6	2.5	0.9
Cc1cccc(N2CCN(C3CCC(=O)N(Cc4ccccc4Cl)CC3)CC2)n1 (stereo not given)	5	10	-0.4	0.1
CNC(=O)CSc1nc(-c2ccc(F)cc2)cc(C(F)(F)F)c1C#N	4	15	-1.4	0.3
Cc1cc(C)c2nc(Nc3nc(CSc4nc5ccccc5[nH]4)cc(=O)[nH]3)nc(C)c2c1	1	-1	0.6	0.4
COc1ccc(Br)cc1/C=N/NC(=O)COc1ccc(C)cc1[N+](=O)[O-]	-1	12	-0.9	0.1
COc1ccc(C(C)NC(=O)c2ccc(F)cc2)cc1 (stereo not given)	2	8	-0.1	0.2
Cn1c(=O)c2c(nc3n(Cc4ccco4)c(-c4ccc(Cl)cc4)cn23)n(C)c1=O	7	16	1.3	0.1
COc1ccc(CCN(C(=O)c2ccc(Cl)cc2)C2CC(=O)N(c3ccccc3)C2=O)cc1 (stereo not given)	5	-12	1.5	0.3
CSCC(=O)N1CCC[C@@H]2CN(S(=O)(=O)C(C)C)CC[C@H]21	3	8	1.1	-0.1
Cc1ccc(OCCCCN2CCOCC2)c([N+](=O)[O-])c1	-51	45	-1.0	0.3
Cc1nonc1OCCN1CCN(c2ccc([N+](=O)[O-])cc2)CC1	6	22	-1.3	0.1
O=C(OCCCOc1ccc(F)cc1)c1cc(=O)c2ccccc2o1	-8	2	0.0	0.4
O=C(CCCCCN1C(=O)c2cccc3cccc(c23)C1=O)NO	-21	1	-0.3	-0.2
Cc1nn(Cc2cccc(C(F)(F)F)c2)c(C)c1[N+](=O)[O-]	-15	-2	-0.1	-0.1
O=C(Nc1nnc(-c2cccs2)o1)C(c1ccccc1)c1ccccc1	7	-16	1.8	0.0
O=C(N/N=C\c1cc2c(cc1Cl)OCO2)c1ccc(Br)cc1	-4	19	0.1	0.0
Cc1ccc2nc(Cl)c3cc(C(=O)N(C)CCC#N)sc3c2c1	5	-4	0.0	0.2
Cc1ccccc1C(=O)Nc1nnc(S(=O)(=O)N(C)c2ccc(Cl)cc2)s1	-4	-4	-0.5	0.0
COc1ccc(N(CC(=O)N2CCCCC2)S(=O)(=O)c2c(C)noc2C)cc1	8	13	-0.1	0.6
CC(C)c1ccc(NC2C=CS(=O)(=O)C2)cc1 (stereo not given)	28	-6	0.6	-0.2
CCCCCc1ccc(-c2ccc(C3CCC(CCC)CC3)cc2)nc1 (stereo not given)	-7	18	-0.7	0.2

Some of the entries so far, with values under each structure.
The line under a structure holds: TEAD-YAP inh, MITF primary, GPR151 activ, FBW7 activator
O=C(Nc1nnc(-c2cccs2)o1)C(c1ccccc1)c1ccccc1
  7, -16, 1.8, 0.0
Cc1ccccc1C(=O)Nc1nnc(S(=O)(=O)N(C)c2ccc(Cl)cc2)s1
  -4, -4, -0.5, 0.0
O=C(CCCCCN1C(=O)c2cccc3cccc(c23)C1=O)NO
  -21, 1, -0.3, -0.2
O=C(N/N=C\c1cc2c(cc1Cl)OCO2)c1ccc(Br)cc1
  -4, 19, 0.1, 0.0
Cc1nn(Cc2cccc(C(F)(F)F)c2)c(C)c1[N+](=O)[O-]
  -15, -2, -0.1, -0.1
O=C(OCCCOc1ccc(F)cc1)c1cc(=O)c2ccccc2o1
  -8, 2, 0.0, 0.4
Cc1ccc2nc(Cl)c3cc(C(=O)N(C)CCC#N)sc3c2c1
  5, -4, 0.0, 0.2

Next part.
SMILES	TEAD-YAP inh	MITF primary	GPR151 activ	FBW7 activator
CN(C)c1ccc(C2Nc3ccccc3C(=O)N2NS(=O)(=O)c2ccccc2)cc1 (stereo not given)	-13	10	0.9	0.0
CCc1ccc(S(=O)(=O)N(C(=O)Oc2ccccc2)c2ccc3oc(C)c(C(C)=O)c3c2)cc1	-7	-5	0.5	-0.1
CCOC(=O)c1c(NC(=O)Cc2cccc3ccccc23)sc2c1CCC2	0	-2	-0.8	0.0
CNC(=O)/C(C#N)=C/c1ccc(-c2cccc(Cl)c2Cl)o1	0	2	2.6	0.1
Cc1ccc(C2(C)NC(=O)N(CCCCC#N)C2=O)cc1 (stereo not given)	6	2	1.6	0.1
Cc1ccc(C(=O)N(c2ccc(C)cc2)S(=O)(=O)c2ccc(Cl)cc2)cc1	11	-1	2.7	0.6
C#CCN1C(=O)S/C(=C/c2cc(Br)cc(OC)c2O)C1=O	-5	5	0.5	0.0
Cc1nc(NC(C)C(=O)O)c2nc(C)oc2n1 (stereo not given)	3	-17	0.2	0.2
CCc1ccc(NC(=O)CN(c2ccc(OC)c(OC)c2)S(C)(=O)=O)cc1	3	12	-2.1	0.5
CC1CCCC(NC(=O)c2cc(S(=O)(=O)N3CCCCC3)c[nH]2)C1C (stereo not given)	6	1	1.2	-0.1
Cc1nn(Cc2ccccc2)c(=S)[nH]c1=O	-9	4	0.3	-0.1
CCCOC(=O)c1[nH]c2c(c1C)C(=O)CCC2	-23	8	-0.4	0.3
CCN1C(=O)CC(C(=O)Nc2ccccc2F)SC1=Nc1ccc(F)cc1 (stereo not given)	-6	4	-1.3	0.0
CCOc1ccc(-c2cc(N)n(S(=O)(=O)Cc3ccccc3)n2)cc1	0	2	1.7	0.1
CN(C)c1nc2c(c(=O)n(C)c(=O)n2C)n1CC(=O)c1cccs1	2	9	0.3	0.1
CCOC(=O)/C=C(/C)Nc1ccc(OCC)cc1	13	-2	0.6	-0.1
O=C(Nc1cc2cccc([N+](=O)[O-])c2oc1=O)c1ccccc1	4	3	-1.5	-0.1
O=C(CSc1nc2ccccc2o1)N/N=C/c1ccc(F)cc1	-8	18	0.8	-0.1
NC(=O)Cn1cnc2scc(-c3ccccc3)c2c1=O	4	-2	0.4	-0.1
CCCc1cc(-c2n[nH]c(=S)n2CC)cs1	-8	24	-1.3	0.7
CC(C)N1CC=C2C(C#N)=C(N)C(C#N)(C#N)C(c3ccccc3Cl)C2C1 (stereo not given)	-8	-2	-1.5	-0.1

Screens: PubChem, The Scripps Research Institute Molecular Screening Center
